# C8 TRAIL sens: caspase-8 TRAIL sensitization | NB7+C8 cells + TRAIL, ATPlite viability luminescence | inhibition (viability loss, TRAIL sensitization), % at 10 µM | 360,000 tested, 1% active | AID 624354;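 active = compounds causing at least 50% loss of cell viability in the single-dose screen, relative to plate controls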
# Shn3 3UTR inh: Schnurri-3 reporter inhibition in Clone20 osteoblasts. Clone20 osteoblast Shn3 3'UTR firefly luciferase, 24 h. inhibition, % at 12.5 µM. 360,000 tested, 0.52% active. AID 588674;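 active = mean inhibition of at least 75% with every replicate also reaching 75%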;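 note: 0% = median of neutral control wells and 100% = pilot-screen positive control compound; some compounds past the cut are filed as inactive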
# COUP-TFII inh: NR2F2 (human) inhibition, primary screen | HEK293T NGFI-A luciferase reporter, luminescence | inhibition, % at 8.6 µM | 370,000 tested, 0.7% active;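 active = inhibition above a per-plate cutoff, mean inhibition of test wells between control levels plus 3 SD, cut at about 38% in these data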;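 note: cells cotransfected with COUP-TFII expression vector driving the NGFI-A reporter; 0% = median of COUP-TF2 test wells and 100% = reporter-only cells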
# NR5A2 inv ag: NR5A2 inverse agonism in reporter assay; inhibition, % at 3.6 µM; O00482; 360,000 tested, 0.13% active; AID 602396; HEK293T StAR-luciferase reporter, LRH-1 transfected, 24 h;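 active = inhibition above the mean inhibition of all tested compounds plus 3 SD, cut at about 73% in these data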;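 note: 0% = DMSO wells and 100% = reporter-only cells lacking LRH-1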
# TWEAK Fn14 block: inhibitors of TWEAK-Fn14 interaction signaling | TWEAK-stimulated Fn14 reporter cells, luciferase luminescence, 8 h | inhibition, % at 10 µM | 360,000 tested, 2% active | AID 1159606; in the data active = inhibition above about 50%
# NCOA3 inh: inhibitors of human steroid receptor coactivator 3 (SRC3); Q9Y6Q9; HEK293 GAL4-SRC3 luciferase reporter, luminescence; inhibition, % at 3.6 µM; 360,000 tested, 0.17% active; AID 588352;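 active = inhibition above a per-campaign cutoff, the mean of all compounds plus 3 SD, cut at about 60% in these data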;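 note: 0% = DMSO-treated cells and 100% = gossypol-treated cells at 36 µM; higher means less SRC3-driven luciferase light from the GAL4 reporter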
# CF NFkB block: inhibitors of cystic fibrosis induced NF-kB; KKLEB NF-kB-GFP reporter, PAF-induced, GFP fluorescence overnight; inhibition, % at 5 µM; 360,000 tested, 0.86% active; AID 588850;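 active = at least 50% inhibition at 5 µM, scaled per plate between neutral and stimulator controls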;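 note: PAF is a Pseudomonas aeruginosa culture filtrate used as stimulus; plate controls were PAF-stimulated DMSO wells for no effect and unstimulated DMSO wells for full effect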
# NCOA1 inh: inhibitors of human steroid receptor coactivator 1 (SRC1); 360,000 tested, 0.12% active; AID 588354; Q15788; inhibition, % at 3.6 µM; HEK293 GAL4-SRC1 luciferase reporter, luminescence;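 active = inhibition above the campaign mean plus 3 SD, with each screening campaign given its own cutoff, cut at about 60% in these data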;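 note: 0% = DMSO treated cells and 100% = gossypol at 36 µM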
# Target sequence (Q15788 whole entry, looked up, the tested form may be a part): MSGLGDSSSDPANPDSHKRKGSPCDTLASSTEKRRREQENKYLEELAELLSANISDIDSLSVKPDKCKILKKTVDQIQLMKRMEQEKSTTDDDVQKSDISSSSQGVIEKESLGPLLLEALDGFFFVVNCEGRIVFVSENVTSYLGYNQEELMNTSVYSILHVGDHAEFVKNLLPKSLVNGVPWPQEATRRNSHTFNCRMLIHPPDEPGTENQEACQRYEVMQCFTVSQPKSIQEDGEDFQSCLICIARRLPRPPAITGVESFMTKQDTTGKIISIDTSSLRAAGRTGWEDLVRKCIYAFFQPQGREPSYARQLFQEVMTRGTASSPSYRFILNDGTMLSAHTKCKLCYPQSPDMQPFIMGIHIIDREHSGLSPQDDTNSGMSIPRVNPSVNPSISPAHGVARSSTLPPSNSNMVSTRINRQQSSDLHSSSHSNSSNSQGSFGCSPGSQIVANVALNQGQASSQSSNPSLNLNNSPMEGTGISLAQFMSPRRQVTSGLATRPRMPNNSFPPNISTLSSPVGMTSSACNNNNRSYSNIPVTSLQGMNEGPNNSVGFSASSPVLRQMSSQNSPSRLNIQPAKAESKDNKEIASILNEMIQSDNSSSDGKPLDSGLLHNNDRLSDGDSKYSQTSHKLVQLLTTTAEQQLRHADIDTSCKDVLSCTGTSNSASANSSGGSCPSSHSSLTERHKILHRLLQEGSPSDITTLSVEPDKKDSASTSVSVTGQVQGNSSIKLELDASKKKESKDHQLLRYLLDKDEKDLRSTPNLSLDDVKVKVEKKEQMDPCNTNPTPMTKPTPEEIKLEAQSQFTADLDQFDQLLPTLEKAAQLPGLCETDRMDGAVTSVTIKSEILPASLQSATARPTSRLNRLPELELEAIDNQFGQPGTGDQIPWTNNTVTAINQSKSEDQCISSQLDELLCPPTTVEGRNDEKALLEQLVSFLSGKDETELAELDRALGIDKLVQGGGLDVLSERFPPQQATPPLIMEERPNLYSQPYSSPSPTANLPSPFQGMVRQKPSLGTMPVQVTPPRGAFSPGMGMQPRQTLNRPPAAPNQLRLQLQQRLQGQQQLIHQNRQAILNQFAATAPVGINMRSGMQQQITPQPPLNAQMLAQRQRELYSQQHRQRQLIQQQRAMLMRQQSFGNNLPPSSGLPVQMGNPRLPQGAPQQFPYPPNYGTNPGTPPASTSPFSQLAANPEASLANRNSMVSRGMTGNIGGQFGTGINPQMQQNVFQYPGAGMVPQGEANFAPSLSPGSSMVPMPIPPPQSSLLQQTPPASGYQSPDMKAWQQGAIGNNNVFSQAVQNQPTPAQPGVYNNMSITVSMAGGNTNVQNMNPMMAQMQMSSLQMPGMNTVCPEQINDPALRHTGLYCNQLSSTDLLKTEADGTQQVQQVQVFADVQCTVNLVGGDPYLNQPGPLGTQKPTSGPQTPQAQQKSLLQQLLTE
# EBV LMP1 NFkB: reduces LMP1-driven NF-kappaB luciferase signal. LMP1-induced NF-kappaB luciferase reporter cells, luminescence. inhibition, % at 12.5 µM. 350,000 tested, 0.69% active; in the data active = inhibition above about 41%;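 note: 0% = neutral control wells and 100% = reference inhibitor control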
# TROY NFkB inh: TROY signaling inhibition. AID 1347056. inhibition, % at 10 µM. 360,000 tested, 0.98% active. Q293 LMP1-TROYcd NF-kB luciferase reporter, 4 h;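 active = compounds whose plate-normalised and pattern-corrected inhibition of the luciferase reporter signal at the single screening dose is 50% or more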
# KKLEB cytotox: reduces viability of KKLEB cystic fibrosis airway cells; KKLEB CF airway cells viability, ATPlite luminescence, overnight; hits give low values; cells stimulated with P. aeruginosa culture filtrate; activity change (cytotoxicity), % at 5 µM; 360,000 tested, 0.36% active; AID 602141;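 active = corrected activity change at or below -50% at 5 µM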
# * = called active by the depositor; . = not tested or not shown. Only part of the results is shown; rates above refer to the full screens.
# The opening 3 compounds as a preview:
SMILES,C8 TRAIL sens,Shn3 3UTR inh,COUP-TFII inh,NR5A2 inv ag,TWEAK Fn14 block,NCOA3 inh,CF NFkB block,NCOA1 inh,EBV LMP1 NFkB,TROY NFkB inh,KKLEB cytotox
COCCc1ncc(CN2CCC(C(=O)Nc3ccc(-n4cccn4)cc3)CC2)cn1,-8,-18,6,-1,1,-8,30,1,0,2,1
Cc1cccc(N(CC(=O)Nc2ccccc2-c2ccccc2)S(=O)(=O)c2ccccc2)c1C,-5,22,6,24,14,-22,19,3,-21,16,-26
CC(C)SCC(=O)Nc1ncc2c(n1)-c1ccccc1CC2,-3,-5,5,-8,-3,5,-3,-19,-8,16,6

# The list itself, from the start:
SMILES,C8 TRAIL sens,Shn3 3UTR inh,COUP-TFII inh,NR5A2 inv ag,TWEAK Fn14 block,NCOA3 inh,CF NFkB block,NCOA1 inh,EBV LMP1 NFkB,TROY NFkB inh,KKLEB cytotox
COCCc1ncc(CN2CCC(C(=O)Nc3ccc(-n4cccn4)cc3)CC2)cn1,-8,-18,6,-1,1,-8,30,1,0,2,1
Cc1cccc(N(CC(=O)Nc2ccccc2-c2ccccc2)S(=O)(=O)c2ccccc2)c1C,-5,22,6,24,14,-22,19,3,-21,16,-26
CC(C)SCC(=O)Nc1ncc2c(n1)-c1ccccc1CC2,-3,-5,5,-8,-3,5,-3,-19,-8,16,6
CCOC(=O)c1cnc(SCC(=O)N2CCN(C(=O)c3ccco3)CC2)nc1N,-11,10,-9,-1,-4,-6,-3,0,4,0,10
Cc1ccc(C(=O)CC2(O)C(=O)N(Cc3ccccc3)c3ccccc32)o1 (stereo not given),2,-4,0,-6,3,-1,5,-17,5,-30,-1
COc1cccc(C(=O)Nc2nnc(S(=O)(=O)N3CCCCC3)s2)c1,0,4,9,0,-12,-12,-2,-2,-3,-22,-2
Cc1cc(N2C(=O)c3ccc(C(=O)Nc4ccc(O)cc4C(=O)O)cc3C2=O)no1,-7,-6,-11,2,6,-2,16,1,0,-5,-18
COc1cccc(CNCc2ccc(OC)cc2OC)c1,-14,14,-3,7,-5,-12,-7,13,6,9,11
Clc1ccccc1C=NNc1ccccn1,12,-118,-15,-40,7,-109,-2,-67,-39,-52,0
c1ccc(C2=Nn3c(nnc3-c3ccco3)SC2)cc1,-5,18,-12,16,-9,-6,-33,5,2,13,0
CC1(C)CC(=O)CC(C)(C)N1OC(=O)c1ccccn1,-12,-36,-4,6,-14,0,2,-18,-1,5,-10
Cc1cccc(NC(=O)CN2CCN(CC(=O)NCC3(N4CCCCC4)CCCCC3)CC2)c1C,-5,-19,-4,4,0,4,-31,-9,6,-7,12
CCSc1nc2c(c(=O)[nH]1)C(c1ccccn1)C1=C(CC(C)(C)CC1=O)N2 (stereo not given),-17,-14,-9,-8,3,-2,0,-10,0,-2,10
COc1ccc(C=C(C#N)c2ccc(OC)cc2)cc1,32,-17,-57,-90,-39,-94,10,-96,-28,-54,-12
CC(=O)c1sc(NC(=O)c2ccc(F)c(F)c2)nc1C,23,-37,-3,-46,-1,-28,-4,-33,-17,-61,-12
CC(C)CC(C(=O)OCC(=O)Nc1cccc(Cl)c1)N1C(=O)C2CC=CCC2C1=O (stereo not given),-4,0,-8,12,10,16,10,-103,7,4,-10
Cc1ccc2c(CC(=O)Nc3c(C)n(C)n(-c4ccccc4)c3=O)coc2c1,-5,0,-2,0,-30,-12,13,3,5,0,1
Cc1ccc(S(=O)(=O)N2CCC(C)CC2)cc1C(=O)NCCN1CCOCC1,-20,-2,-12,-6,6,12,-24,8,6,-6,-13
CC1=Nn2c(nnc2-c2ccccc2F)SC1,-9,0,-8,-21,9,6,-14,4,0,-12,3
CCCCSc1nc(N)c(NC(=O)c2ccco2)c(=O)[nH]1,-13,-24,-8,-6,19,-12,23,2,-2,-13,-6
Cc1cc(C)c(NN=c2c(=O)c3ccccc3c2=O)c(C)c1,-6,-62,-33,-71,6,-38,0,-54,-21,-56,0
COc1cc(OC)cc(-c2n[nH]c(=S)n2-c2ccc3c(c2)OCO3)c1,13,-16,4,0,-2,15,-6,-2,-9,1,1
COc1cc(SC)ccc1C(=O)Nc1ccc(S(=O)(=O)N2CCCC2)cc1,11,10,8,9,7,17,6,2,-2,8,-19
CCOc1ccc(NS(=O)(=O)c2ccc(C(=O)NCC3(N(C)C)CCCCC3)cc2)cc1,4,11,-20,12,-11,9,-2,-1,8,17,5
CC1(C(=O)NS(=O)(=O)c2ccc(C#N)cc2)CCN1C(=O)c1cccc(F)c1 (stereo not given),-8,-5,11,11,2,1,-2,-1,.,-1,2
CCCCCCCCN1C(=O)[C@H](CC(=O)N2CCCCC2)C[C@@]2(C(=O)OC)CCCCC=C12,6,.,16,10,12,.,.,.,.,2,.
COc1ccc(C(=O)NCC(=O)N=Nc2c(O)n(Cc3ccccc3)c3ccccc23)cc1OC,-1,-9,3,-13,-48,-18,-12,-22,-1,27,1
COc1cc(/C=N/n2c(-c3n[nH]c4c3CCC4)n[nH]c2=S)cc(OC)c1O,0,4,12,-5,-2,5,11,6,-2,-2,-14
O=C(Nc1nnc(-c2ccco2)s1)c1ccccc1,29,-15,-29,-144,21,-77,-10,-86,8,-71,-2
Cc1n[nH]c(C)c1S(=O)(=O)N1CCN(S(=O)(=O)c2ccccc2C#N)CC1,-16,4,13,-3,-9,9,3,-4,-1,-3,-2
COc1ccc(OC)c(S(N)(=O)=O)c1,-4,-9,3,10,4,4,-2,-22,-17,-4,5
CCOc1ccc(CCNC(=O)c2cccc(N3CCCC3=O)c2)cc1OCC,-3,9,3,5,1,-1,14,0,-10,11,-8
C/C(Cl)=C\Cn1c(Nc2ccc(C)cc2)nc2c1c(=O)n(C)c(=O)n2C,14,14,18,8,6,20,2,-35,12,3,1
CCOC(=O)C1CCN(S(=O)(=O)c2ccc(Cl)s2)CC1,-3,-9,7,11,6,-27,2,1,-3,7,-2
CN1CCN(C(=O)CC2C(=O)NCCN2Cc2ccc(-c3ccccc3)cc2)CC1 (stereo not given),-5,-15,-5,8,-1,-4,-2,-25,-1,3,7
O=c1cc2n(c(=O)[nH]1)CCC1=C2CCCC1,3,-5,3,-2,3,-3,-6,-27,-5,-8,9
CSCCC(NC(=O)c1ccc(C(C)(C)C)cc1)C(=O)OCC(=O)N1CCCC1=O (stereo not given),4,-4,-4,-17,-3,15,5,-17,-2,-60,-7
CCN(CC)C(=O)Cc1ccccc1,-13,-2,-18,14,-19,17,13,-23,-16,-5,-17
COC(=O)c1c(-c2ccc(Br)cc2)csc1NC(=O)Cc1ccc(OC)c(OC)c1,1,55,17,-34,32,13,7,4,19,-18,-15
Cc1c(C(=O)O)sc2nc(SCC(=O)Nc3ccc(S(=O)(=O)NCCCC(=O)O)cc3)[nH]c(=O)c12,8,0,2,-20,-6,-3,-2,-9,-10,14,14
COc1ccccc1NCC(O)Cn1c2ccccc2c2ccccc21 (stereo not given),9,-2,-1,-12,28,-8,7,-5,-54,1,-6
O=S(=O)(Nc1cccc(CCc2ccccn2)c1)c1ccc(Cl)cc1,11,-25,8,-11,16,25,20,0,-3,9,-2
CC(=O)Oc1cccc(-c2nc3ccccc3c(=O)o2)c1,-5,0,14,4,-9,9,16,8,-1,-23,10
Cc1ccc(CNC(=O)CN2C(=O)COc3ccc(S(=O)(=O)N4CCC(C)CC4)cc32)o1,1,-5,-11,11,-5,-15,10,7,5,-8,-4
Cc1ccccc1OCCC(=O)OCC(=O)NC1CCS(=O)(=O)C1 (stereo not given),-5,-30,-11,-3,-16,14,4,-3,0,16,6
Cc1ccc(C(C)C)c(OCCCn2ccnc2C)c1,-8,20,17,3,-6,-16,16,-1,5,8,-8
CNC(=O)c1cccc(NC(=O)c2cc(-c3ccccc3)nc3c2cnn3C(C)C)c1,27,24,6,42,47,27,-39,2,-1,17,-3
O=C(CSc1n[nH]c(-c2ccccc2Br)n1)NCCN1C(=O)CSC1=O,1,13,2,-10,12,-1,2,-2,1,-1,3
COc1ccccc1/C=N/NC(=O)CC(=O)NCc1ccccc1,1,5,4,3,-1,10,-1,-9,-6,4,11
O=C1NC[C@@H](CCCCN2C[C@H](Cc3ccc(O)cc3)N(CCc3ccccc3)C(=O)C2=O)N(CCc2ccc(O)cc2)C1=O,12,.,1,0,15,.,.,.,.,-13,.

# (list continues)
SMILES,C8 TRAIL sens,Shn3 3UTR inh,COUP-TFII inh,NR5A2 inv ag,TWEAK Fn14 block,NCOA3 inh,CF NFkB block,NCOA1 inh,EBV LMP1 NFkB,TROY NFkB inh,KKLEB cytotox
Cc1c(C)n(CC(O)CN2CCCCC2)c2ccccc12 (stereo not given),-19,-15,-6,-1,9,-16,-13,1,1,-18,-12
S=C(NCc1ccncc1)Nc1ccc(Br)cc1,1,21,12,8,10,-2,-28,-13,-5,13,6
COC(=O)CSc1nnc(CNC(=O)c2cc(OC)cc(OC)c2)n1-c1ccc(F)cc1,8,-8,-12,-7,7,8,14,6,-3,14,-2
COC(=O)C1=C(CS(=O)(=O)c2cc(OC)ccc2OC)NC(=O)NC1c1ccc(O)c(OC)c1 (stereo not given),-15,8,-6,6,-5,15,-22,11,-5,-1,9
Cc1ccc2[nH]c3c(c2c1)CCN(C)C3,0,-4,2,-6,-2,-13,1,-10,14,-3,6
O=C(CN1C(=O)NC2(CCCCC2)C1=O)Nc1cccc(Cl)c1Cl,-14,-8,2,13,0,-29,-6,-3,9,-9,-4
CCN(CC)C(=O)COc1ccc(/C=N/NC(=O)c2cc(-c3ccccc3OC)nc3ccccc23)cc1OC,9,0,-19,1,7,7,-7,-15,7,-9,-2
N#CC12C(N)=NC3(OCCO3)C1(C#N)C1=C(CCC1)NC2c1ccccc1 (stereo not given),-12,0,-6,12,18,3,-8,-9,3,26,1
O=C(NCC1CCCCC1)c1cccnc1,-27,-5,-2,-9,7,-5,8,15,6,8,4
O=C(CN(Cc1ccccc1)S(=O)(=O)c1ccc(S(=O)(=O)N2CCOCC2)cc1)Nc1ccccc1,-1,-16,-20,3,8,3,18,-2,5,0,-12
CC1(C)C=Cc2c(c3ccccc3[nH]c2=O)O1,-5,9,-5,-7,-5,4,2,-12,3,-2,-2
COC(=O)c1c(NC(=O)CCCC(=O)O)sc2c1CCCCC2,-9,6,30,-4,6,9,3,9,0,6,10
CCOC1CCc2c(C)nc(N)nc2S1 (stereo not given),-4,-7,16,6,-7,-29,-11,4,0,9,0
CN1C(=O)C2C3c4ccccc4C(c4ccccc43)[C@@H]2C1=O (stereo not given in full),-2,0,1,-12,3,13,-8,-2,-3,13,6
Cc1ccc(NC(=O)CN(C)C(=O)/C=C/c2ccc3c(c2)OCO3)cc1,3,29,7,11,1,6,12,-12,-3,-25,2
CC1(C)C(c2ccccc2)=NC(c2ccccc2)N1O (stereo not given),-10,1,14,14,8,2,-12,-4,27,-19,3
CCOC(=O)c1cccc(NS(=O)(=O)c2c(C(=O)N3CCCCCC3)c(C)n(C)c2C)c1,0,6,-2,-28,-9,4,-11,-7,-5,-22,-4
COc1cccc(C(=O)N2N=C(c3ccccc3)CC2(O)C(F)(F)F)c1 (stereo not given),26,13,5,0,1,15,-3,2,3,-40,8
